IDH1 R132H inh: human IDH1 R132H inhibition | hit rate 0.093% among 390,000 | Potency, µM (highest dose often 76.6 µM), for the others: at the top dose activity change, negative = inhibition, usual class: inhibitors | IDH1-R132H enzyme, NADPH consumption, diaphorase/resazurin fluorescence | AID 602179; note: potency is the fitted concentration of half-maximal effect; % is set by controls: 0 for no effect and ±100 for the full control effect; nearly all actives have a fitted effect of over 65% in size
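IDH1-R132H (0.5 ug/mL dispensed) in pH 7.5 Tris buffer was preincubated 30 min with compound, then given a substrate mix of 0.016 mM NADPH and 2 mM alpha-KG for 80 min at room temperature; remaining NADPH was read by diaphorase/resazurin fluorescence.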
Vif-A3F inh: blocks the Vif interaction with APOBEC3F. HeLa A3F-eYFP + Vif (tagged APOBEC3F with the HIV-1 protein that degrades it), YFP fluorescence increase. Potency, µM (series often up to 46.1 µM), without a hit: at the top dose activity, negative = active. hit rate 0.2% among 390,000. AID 602313; note: potency is the fitted concentration of half-maximal effect; % of control where 0% means no effect; nearly all actives have a fitted effect of over 65% in size
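HeLa cells stably expressing Vif plus C-terminally eYFP-tagged A3F were seeded, incubated overnight at 37 deg C, dosed with compound, incubated overnight again at 37 deg C. Yellow fluorescence (Ex 488/Em 500-530) reported blocked Vif-mediated A3F-eYFP degradation.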
PI4K2A inh: blocks human PI4K2A kinase activity | Q9BTU6 | purified PI4K2A, ADP-Glo luminescence, 1 h; hits give low values | activity change, negative = inhibition, % at 76.9 µM | hit rate 0.13% among 420,000 | AID 1346378; in the data active = activity change below about -50%; inconclusive = mostly about -30% to -49%;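 note: -100% = wells without enzyme as full effect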
Target sequence (Q9BTU6 whole entry, looked up): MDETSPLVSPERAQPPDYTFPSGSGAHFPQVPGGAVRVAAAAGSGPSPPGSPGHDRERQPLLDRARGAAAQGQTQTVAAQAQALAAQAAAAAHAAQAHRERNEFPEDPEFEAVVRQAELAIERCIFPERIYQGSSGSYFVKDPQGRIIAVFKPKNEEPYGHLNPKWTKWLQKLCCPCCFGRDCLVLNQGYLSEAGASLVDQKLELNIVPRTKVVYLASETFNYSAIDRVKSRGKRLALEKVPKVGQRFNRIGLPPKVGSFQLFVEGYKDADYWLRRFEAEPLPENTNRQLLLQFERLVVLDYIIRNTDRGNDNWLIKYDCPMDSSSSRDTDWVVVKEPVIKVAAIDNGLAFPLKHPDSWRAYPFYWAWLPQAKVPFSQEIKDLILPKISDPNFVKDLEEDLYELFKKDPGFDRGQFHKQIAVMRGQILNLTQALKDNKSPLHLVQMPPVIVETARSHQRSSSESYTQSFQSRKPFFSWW
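PI4K2A activity was measured by ADP-Glo luminescence: enzyme (4 ug/mL stock) and phosphatidylinositol (1.2 mM stock) in Tris pH 7.5/MgCl2/EGTA/Triton X-100 buffer were reacted with ATP (300 microM stock) for one hour at ambient temperature.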
LDHA inh: inhibitors of human lactate dehydrogenase A. purified LDHA, NADH/diaphorase-resazurin fluorescence; hits give low values. hit rate 0.15% among 480,000. AID 1347041. activity change, % (values are at about 110 or 230 µM). P00338; in the data active = activity change below about -30%; inconclusive = mostly about -25% to -30%;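 note: plate controls were DMSO wells for no effect and wells without enzyme for full effect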
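Remaining NADH was detected by diaphorase (0.133 mg/mL) converting 37 µM resazurin to fluorescent resorufin, read at 0 and 20 minutes. The preceding 5-minute room-temperature reaction used 2 nM LDHA, 0.2 mM sodium pyruvate and 0.06 mM NADH at pH 7.4.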
RXFP1 ag: agonists of human relaxin receptor RXFP1. Q9HBX9. Potency, µM (titrated, usually from 57.5 µM), for inactives: at the top dose activation, usual class: activators. hit rate 0.3% among 370,000. HEK293T-RXFP1 cAMP TR-FRET, 30 min; response scale: percent of porcine relaxin response, buffer zero; note: potency is the fitted concentration of half-maximal effect; % is set by controls: 0 for no effect and ±100 for the full control effect; nearly all actives have a fitted effect of over 60% in size; many of its hits are not listed in these tables
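cAMP rise read by TR-FRET after 30 min, 37C compound exposure (up to 58 uM) in RXFP1-transfected HEK293 cells with Ro 20174 present. EC50 from Hill-equation fits, with 29 nM porcine relaxin as 100% and buffer as basal.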
Vif-A3G inh: inhibitors of Vif-APOBEC3G interaction; Q9HC16; HeLa A3G-eYFP + Vif (tagged APOBEC3G with the HIV-1 protein that degrades it), YFP fluorescence, overnight; Potency, µM (highest dose often 46.1 µM), without a hit: at the highest dose activity, negative = active, actives largely listed as inhibitors; hit rate 0.076% among 410,000;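 note: potency is the fitted concentration of half-maximal effect; % is set by controls: 0 for no effect and ±100 for the full control effect; nearly all actives have a fitted effect of over 60% in size; hits raise eYFP signal because A3G escapes Vif-driven loss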
Target sequence (Q9HC16 whole entry, looked up): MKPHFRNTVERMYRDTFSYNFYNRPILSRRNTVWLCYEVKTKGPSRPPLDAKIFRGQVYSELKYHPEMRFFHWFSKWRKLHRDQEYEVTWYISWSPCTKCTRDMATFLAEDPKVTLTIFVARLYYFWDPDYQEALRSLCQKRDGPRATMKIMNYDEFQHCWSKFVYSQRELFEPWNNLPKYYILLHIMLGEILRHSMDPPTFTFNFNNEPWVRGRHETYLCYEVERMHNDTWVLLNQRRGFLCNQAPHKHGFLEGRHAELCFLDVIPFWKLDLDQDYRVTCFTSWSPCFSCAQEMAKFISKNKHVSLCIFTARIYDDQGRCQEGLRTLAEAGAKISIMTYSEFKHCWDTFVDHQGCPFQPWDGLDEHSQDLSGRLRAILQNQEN
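Read-out is eYFP fluorescence (Ex 488/Em 500-530) from Vif-expressing HeLa A3G-eYFP cells; more signal means A3G escaped Vif-mediated degradation. Cells plated overnight, compound pinned in, incubated overnight at 37 deg C.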
TrxR1 substrate: rat thioredoxin reductase 1 substrate activity; hit rate 0.01% among 390,000; AID 588456; Potency, µM (highest dose often 114 µM), inactives show at the highest dose activity change, negative = substrate turnover; purified TrxR1 substrate turnover, NADPH consumption readout; O89049; note: potency is the fitted concentration of half-maximal effect; % is set by controls: 0 for no effect and ±100 for the full control effect; nearly all actives have a fitted effect of over 50% in size
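Rat TrxR1, dispensed at 90 nM, was prereduced with 400 uM NADPH (final) for 5 min at ~22 deg C, then incubated with compound 15 min before 400 uM selenite. A first-read NADPH fluorescence drop versus no-compound background flagged substrates.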
USP1 inh: blocks the human USP1/UAF1 deubiquitinase complex; hit rate 0.23% among 390,000; AID 743255; recombinant USP1/UAF1, Ub-Rhodamine cleavage fluorescence; Potency, µM (top dose mostly 57.1 µM), inactives show top-dose activity change, negative = inhibition, usual class: inhibitors; O94782; note: potency is the fitted concentration of half-maximal effect; % is set by controls: 0 for no effect and ±100 for the full control effect; nearly all actives have a fitted effect of over 60% in size; inactives centre near -12
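In this screen, compounds sit with the deubiquitinase complex (1nM) for 15 min at room temperature before Ub-Rho is added at 150nM final. Fluorescence rise is then followed for 6 reads every 60 seconds.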
Glioma ERSR ind: inducers of ER stress response in human glioma cells | U87-MG GRP78 promoter luciferase reporter, 16 h | Potency, µM, for the others: at the highest dose activation, hits mostly activators | hit rate 0.02% among 420,000; note: potency is the fitted concentration of half-maximal effect; series mostly up to about 76 µM; % of control where 0% means no effect; nearly all actives have a fitted effect of over 35% in size
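Stably transfected U87-MG human glioma cells carrying a GRP78-based luminescent sensor were seeded at 1000 cells/well, pin-dosed with compounds and incubated 16 h. Luciferase reagent was then added, and end-point luminescence was read after 10 min at room temperature.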
* hit, by the source's call; ? = inconclusive; nt = no result given; [ ] = remark or other dose. Unless noted, calls come from the whole dose curve; as a rule, active = well fitted curve in the direction sought with a large enough effect; inconclusive = small, poorly fitted or top-dose-only effect, or another doubt; inactive = no such curve, though single readings can be large; an effect the other way counts as inactive or inconclusive. This is a subset. The share of hits here may be higher or lower than overall.

SMILES	IDH1 R132H inh	Vif-A3F inh	PI4K2A inh	LDHA inh	RXFP1 ag	Vif-A3G inh	TrxR1 substrate	USP1 inh	Glioma ERSR ind
Clc1ccccc1CSc1nnc(Cn2cnc3ccccc32)n1-c1ccccc1	4%	nt	0	4	-0.1%	-7%	5%	-3%	-2%
O=C(NCCCN1CCOCC1)C(C(=O)NCCCN1CCOCC1)c1ncc(C(F)(F)F)cc1Cl	8%	-9%	5	-2	4.9%	-2%	4%	-18%	-4%
Cc1cccc(N2CCN(CC(=O)Nc3ccc(-n4cnnn4)cc3)CC2)c1C	9%	2%	6	-10	0.6%	5%	-10%	-17%	-2%
CC(C)c1ccc(/C=N/NC(=O)c2nnn(-c3nonc3N)c2CN2CCOCC2)cc1	-4%	-2%	-8	1	11%	0%	-8%	-26%	2%
CCN1C[C@@H]2[C@@H]3C(=O)N(C)C(=O)[C@@H]3[C@](Cc3ccccc3)(C1=O)N2C(=O)c1ccc(Cl)cc1	6%	1%	-3	-1	nt	-4%	10%[57.1 µM]	?	-3%
O=C(C1CCC(=O)N(C2CC2)C1)N(CCO)Cc1ccccc1 (centres undefined)	-7%	-1%	-10	-4	3.6%	0%	5%	-4%	-4%
Cc1nncn1-c1ccc(C(=O)Nc2cc(F)ccc2F)cc1	1%	1%	-1	-5	1.1%	1%	0%[57.1 µM]	-7%	0%
CC(=O)c1ccc(OCC(=O)NC2CCS(=O)(=O)C2)cc1 (centres undefined)	1%	0%	1	-5	1.4%	-3%	9%	-25%	-4%
O=C1N(Cc2cccnc2)C[C@@H]2C[C@@H](c3cccc(OC4CCCC4)c3)N3CCC[C@@]123	0%	-1%	3	-6	-0.7%	-2%	6%	-8%	-5%
Cc1cccc(C(=O)Nc2cc(-c3nc4cccnc4s3)ccc2C)c1	42%[activator]	2%	1	-1	-1.1%	1%	7%	?	-2%

Record cards (already shown).
Cc1cccc(C(=O)Nc2cc(-c3nc4cccnc4s3)ccc2C)c1 is listed with IDH1 R132H inh = 42%[activator]; Vif-A3F inh = 2%; PI4K2A inh = 1; LDHA inh = -1; RXFP1 ag = -1.1%; Vif-A3G inh = 1%; TrxR1 substrate = 7%; USP1 inh = ?; Glioma ERSR ind = -2%
O=C1N(Cc2cccnc2)C[C@@H]2C[C@@H](c3cccc(OC4CCCC4)c3)N3CCC[C@@]123 is listed with IDH1 R132H inh = 0%; Vif-A3F inh = -1%; PI4K2A inh = 3; LDHA inh = -6; RXFP1 ag = -0.7%; Vif-A3G inh = -2%; TrxR1 substrate = 6%; USP1 inh = -8%; Glioma ERSR ind = -5%
Cc1cccc(N2CCN(CC(=O)Nc3ccc(-n4cnnn4)cc3)CC2)c1C is listed with IDH1 R132H inh = 9%; Vif-A3F inh = 2%; PI4K2A inh = 6; LDHA inh = -10; RXFP1 ag = 0.6%; Vif-A3G inh = 5%; TrxR1 substrate = -10%; USP1 inh = -17%; Glioma ERSR ind = -2%

The main list resumes; the 3 compounds before the break are reprinted first.
SMILES	IDH1 R132H inh	Vif-A3F inh	PI4K2A inh	LDHA inh	RXFP1 ag	Vif-A3G inh	TrxR1 substrate	USP1 inh	Glioma ERSR ind
CC(=O)c1ccc(OCC(=O)NC2CCS(=O)(=O)C2)cc1 (centres undefined)	1%	0%	1	-5	1.4%	-3%	9%	-25%	-4%
O=C1N(Cc2cccnc2)C[C@@H]2C[C@@H](c3cccc(OC4CCCC4)c3)N3CCC[C@@]123	0%	-1%	3	-6	-0.7%	-2%	6%	-8%	-5%
Cc1cccc(C(=O)Nc2cc(-c3nc4cccnc4s3)ccc2C)c1	42%[activator]	2%	1	-1	-1.1%	1%	7%	?	-2%
O=C(c1ccc(Cn2cc(Cl)cn2)o1)N1CCN(Cc2ccc3c(c2)OCO3)CC1	5%	-4%	1	1	-1.3%	-2%	7%[57.1 µM]	2%	-2%
Cc1sc2ncnc(SCC(=O)NC(C)(C)C)c2c1C	13%	?	4	2	-1.2%	-6%	-18%[11.4 µM]	-4%	-1%
Cc1cc(NC(=O)CSc2nnc(C)n2C)no1	8%	-7%	1	-3	4.0%	5%	-5%	-3%	3%
Cc1ccc(C)c(NC(=S)Nc2ncccc2C)c1	0%	?	1	-7	-0.9%	-2%	3%[57.1 µM]	-3%	12%
CC(C)OC(=O)c1cc2c(ccn2-c2ccc(F)cc2)n1CC(=O)N1CCN(C(=O)c2ccco2)CC1	0%	1%	1	-2	0.1%	-1%	13%	-22%	-3%
O=C(NCC1CCCO1)c1cc(-c2ccc(Cl)cc2Cl)on1 (centres undefined)	4%	-2%	3	1	1.2%	1%	-3%	-19%	-5%
Cc1ccc(/C=N/NC(=O)c2nnn(-c3nonc3N)c2C)o1	-7%	-6%	-3	0	0.8%	-8%	-8%	-22%	-2%
COc1ccc2nc(NC3=NC(c4ccccc4)CC(=O)N3)nc(C)c2c1 (centres undefined)	0%	?	-3	-6	5.5%	-21%	15%[57.1 µM]	-1%	-3%
Cc1cccc2sc(N(CCN(C)C)C(=O)C3CCN(S(=O)(=O)c4cccs4)CC3)nc12	4%	-9%	-8	-7	-1.1%	3%	8%	-12%	-3%
CC(=O)N1N=C(c2ccncc2)OC12CCCCCC2	-3%	-3%	6	0	2.9%	4%	117%[activator][57.1 µM]	3%	-3%
C=CCc1ccc(OCCOc2cccc(/C=N/n3cnnc3)c2)c(OC)c1	3%	-3%	-3	-4	nt	1%	-6%	-2%	-9%
O=C(CNc1ccc2c(c1)OCO2)N/N=C\c1ccccc1Cl	7%	-14%	0	12	1.9%	3%	3%	-7%	2%
CC1CCCCN1c1nnc(NC(=O)Cn2c(=O)oc3ccccc32)s1 (centres undefined)	2%	1%	-2	-4	0.3%	-6%	3%	-9%	0%
CCCCn1nc(C(=O)N(CCOC)c2c(N)n(CCCC)c(=O)[nH]c2=O)c2ccccc2c1=O	-7%	-2%	1	0	-0.7%	-5%	3%	-19%	1%
O=C(O)c1ccccc1C1Nc2ccccc2C(=O)N1CCCN1CCOCC1 (centres undefined)	12%	-2%	-1	-10	4.3%	-1%	16%	-20%	2%
CN1C(=O)C(N=Nc2ccccc2C(=O)O)N(C)C1=S (centres undefined)	2%	-20%	0	-7	0.5%	0%	-17%[57.1 µM]	?	1%
Cc1cccnc1NC(=O)c1ccc(S(=O)(=O)N2CCCCC2)cc1	3%	-2%	4	-4	0.2%	0%	-8%	-7%	-7%
CCOC(=O)CSc1ncc(-c2ccccc2)cn1	4%	-1%	-5	0	1.5%	2%	-1%	-6%	0%
O=C(NCCc1c[nH]c2ccccc12)C(=O)NCC1OCCN1S(=O)(=O)c1ccc(Cl)cc1 (centres undefined)	0%	5%	-2	2	4.7%	3%	6%[57.1 µM]	-26%	4%
COc1ccccc1CNc1cc(-c2ccccc2)ccc1OC	-5%	-2%	4	1	0.4%	-2%	3%	-10%	-3%
CCOc1ccccc1C1CC(c2ccccc2)Nc2nc(N)nn21 (centres undefined)	0%	0%	-2	-7	0.1%	-2%	5%[57.1 µM]	-7%	-4%
O=C1[C@H](Cc2ccccc2)NCC=CC[C@H](c2ccc(Cl)cc2)N1Cc1ccccc1	2%	3%	5	2	nt	0%	-5%	-26%	-2%
Cc1cc(Br)ccc1NC(=O)Cn1cnc2sc(C)c(S(=O)(=O)N3CCN(C)CC3)c2c1=O	-8%	1%	-1	-3	7.1%	-3%	9%[2.29 µM]	-5%	0%
CCN(CC)S(=O)(=O)c1ccc(N2C(=O)Nc3ccccc3N2O)cc1	-2%	4%	-1	-4	-1.2%	1%	-12%	-8%	-3%
Cc1ccccc1-c1nc(CN2CCC(C(=O)NCc3ccco3)CC2)c(C)o1	-6%	-7%	0	-5	-0.2%	1%	4%	-11%	-1%
CCCNc1c(NS(=O)(=O)c2ccc3c(c2)CCCC3)c(=O)oc2ccccc12	0%	13%	-23	-4	-1.2%	1%	21%	-18%	-6%
O=C(COC(=O)C1(c2ccccc2)CC1)NNC(=O)c1ccccc1F	6%	-10%	1	-7	-1.4%	2%	-1%	-24%	-4%
CCN1CCC(O)(C(C(=O)OC)c2ccccc2)CC1 (centres undefined)	-1%	5%	0	-8	nt	-1%	1%[2.29 µM]	0%	-6%
Cc1cc([N+](=O)[O-])nn1CCCC(=O)Nc1cccnc1Cl	1%	-6%	2	-2	3.5%	0%	3%	-4%	-3%
Cc1nn(CC(=O)Nc2ccc(S(=O)(=O)N(C)C)cc2)c(C)c1[N+](=O)[O-]	0%	-14%	7	-3	0.5%	3%	-3%	-19%	-2%
CCNc1nc(NCC)nc(OCCNS(=O)(=O)c2ccccc2)n1	-1%	8%	-6	-9	-1.2%	2%	1%	-7%	-2%
